Source: PubChem
ALOX12 inh = Primary qHTS assay for inhibitors of human arachidonate 12S-lipoxygenase (ALOX12): Round 2 | Polyunsaturated fatty acid lipoxygenase ALOX12 (Homo sapiens), P18054 | Potency, µM (titrated, usually from 108 µM), inactives show at the top dose activity change, negative = inhibition, usual class: inhibitors | actives 1.1% (n = 580,000) | AID 1671190, 2021 | purified 12hLO, xylenol orange hydroperoxide absorbance; also: % is scaled to controls: 0 for no effect and ±100 for the full control effect
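Purified human 12hLO at 150 nM in 25 mM Hepes, 0.01% Triton X-100, pH 7.0, preincubated 15 min at room temperature with compound. Reaction started with 40 uM arachidonic acid, 30 min at room temperature. Hydroperoxide measured by Fe-xylenol orange, 573/405 nm absorbance ratio.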
TrxR1 substrate = qHTS Assay for Substrates of Mammalian Selenoprotein Thioredoxin Reductase 1 (TrxR1): qHTS; purified TrxR1 substrate turnover, NADPH consumption readout; Potency, µM (top dose mostly 114 µM), for the others: at the top dose activity change, negative = substrate turnover; actives 0.01% (n = 390,000); AID 588456, 2011; also: % is scaled to controls: 0 for no effect and ±100 for the full control effect; nearly all actives have a fitted effect of over 50% in size
Target sequence (O89049 whole entry, looked up): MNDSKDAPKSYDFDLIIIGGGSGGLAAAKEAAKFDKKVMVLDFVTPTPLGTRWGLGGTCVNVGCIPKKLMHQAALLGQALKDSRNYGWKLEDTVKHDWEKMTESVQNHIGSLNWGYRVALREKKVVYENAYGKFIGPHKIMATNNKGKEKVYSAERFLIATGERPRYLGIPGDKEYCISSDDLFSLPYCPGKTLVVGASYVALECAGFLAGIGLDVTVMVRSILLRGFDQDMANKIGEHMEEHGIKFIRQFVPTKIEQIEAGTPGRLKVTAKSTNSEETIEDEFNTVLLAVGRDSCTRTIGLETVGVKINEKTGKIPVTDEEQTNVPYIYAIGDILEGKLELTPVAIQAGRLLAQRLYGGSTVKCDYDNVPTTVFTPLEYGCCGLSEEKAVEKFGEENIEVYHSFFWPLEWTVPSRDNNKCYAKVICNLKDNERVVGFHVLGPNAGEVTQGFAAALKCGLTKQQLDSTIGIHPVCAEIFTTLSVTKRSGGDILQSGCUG
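Rat TrxR1, dispensed at 90 nM, was prereduced with 400 uM NADPH (final) for 5 min at ~22 deg C, then incubated with compound 15 min before 400 uM selenite. A first-read NADPH fluorescence drop versus no-compound background flagged substrates.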
IDH1 R132H inh = qHTS for Inhibitors of mutant isocitrate dehydrogenase 1 (IDH1): qHTS; actives 0.093% (n = 390,000); Isocitrate dehydrogenase [NADP] cytoplasmic (Homo sapiens), O75874; Potency, µM (titrated, usually from 76.6 µM), without a hit: at the highest dose activity change, negative = inhibition, most hits filed as inhibitors; IDH1-R132H enzyme, NADPH consumption, diaphorase/resazurin fluorescence; also: % is scaled to controls: 0 for no effect and ±100 for the full control effect; nearly all actives have a fitted effect of over 65% in size
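IDH1-R132H (0.5 ug/mL dispensed) in pH 7.5 Tris buffer was preincubated 30 min with compound, then given a substrate mix of 0.016 mM NADPH and 2 mM alpha-KG for 80 min at room temperature; remaining NADPH was read by diaphorase/resazurin fluorescence.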
TrxR1 inh = qHTS Assay for Inhibitors of Mammalian Selenoprotein Thioredoxin Reductase 1 (TrxR1): qHTS | Thioredoxin reductase 1, cytoplasmic (Rattus norvegicus), O89049 | recombinant rTrxR1, NADPH fluorescence consumption, selenite substrate | Potency, µM (top dose mostly 114 µM), for the others: top-dose activity change, negative = inhibition, actives largely listed as inhibitors | actives 1% (n = 390,000) | AID 588453, 2011; also: % is scaled to controls: 0 for no effect and ±100 for the full control effect; nearly all actives have a fitted effect of over 65% in size
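Rat TrxR1 (90 nM in the dispensed reagent) was pre-reduced with 400 uM NADPH for 5 min at room temperature, then incubated with compound for 15 min. After 400 uM selenite was added, NADPH fluorescence (Ex 340/Em 450 nm) was followed for 8 min.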
Vif-APOBEC3G blk = qHTS for Inhibitors of Vif-A3G Interactions: qHTS. DNA dC->dU-editing enzyme APOBEC-3G (Homo sapiens), Q9HC16. AID 602310, 2012. actives 0.076% (n = 410,000). Potency, µM (titrated, usually from 46.1 µM), for inactives: at the top dose activity, negative = active, hits mostly inhibitors. HeLa A3G-eYFP + Vif (tagged APOBEC3G with the HIV-1 protein that degrades it), YFP fluorescence, overnight;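 also: % is scaled to controls: 0 for no effect and ±100 for the full control effect; nearly all actives have a fitted effect of over 60% in size; hits raise eYFP signal because A3G escapes Vif-driven loss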
Target sequence (Q9HC16 whole entry, looked up): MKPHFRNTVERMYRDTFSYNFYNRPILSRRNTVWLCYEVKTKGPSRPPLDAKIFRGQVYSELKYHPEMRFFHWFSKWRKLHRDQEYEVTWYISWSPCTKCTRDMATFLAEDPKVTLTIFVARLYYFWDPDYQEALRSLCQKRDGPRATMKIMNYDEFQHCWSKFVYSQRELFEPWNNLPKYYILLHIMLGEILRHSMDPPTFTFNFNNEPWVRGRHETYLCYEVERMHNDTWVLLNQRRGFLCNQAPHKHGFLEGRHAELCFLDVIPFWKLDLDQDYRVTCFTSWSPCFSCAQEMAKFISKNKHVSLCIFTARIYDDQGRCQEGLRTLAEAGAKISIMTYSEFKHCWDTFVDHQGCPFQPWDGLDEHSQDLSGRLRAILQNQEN
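Read-out is eYFP fluorescence (Ex 488/Em 500-530) from Vif-expressing HeLa A3G-eYFP cells; more signal means A3G escaped Vif-mediated degradation. Cells plated overnight, compound pinned in, incubated overnight at 37 deg C.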
USP1-UAF1 inh = Inhibitors of USP1/UAF1: Primary Screen; actives 0.23% (n = 390,000); Potency, µM (top dose mostly 57.1 µM), for the others: at the highest dose activity change, negative = inhibition, hits mostly inhibitors; recombinant USP1/UAF1, Ub-Rhodamine cleavage fluorescence; AID 743255, 2014; Ubiquitin carboxyl-terminal hydrolase 1 (Homo sapiens), O94782; also: % is scaled to controls: 0 for no effect and ±100 for the full control effect; nearly all actives have a fitted effect of over 60% in size; inactives centre near -12
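USP1/UAF1 complex (1 nM) preincubated 15 min at room temperature with compound, then Ub-Rho substrate (150 nM final) added. Kinetic fluorescence at 480/540 nm over 6 reads at 60 s intervals; 50 mM HEPES pH 7.8, 0.5 mM EDTA, 0.1 mg/ml BSA, 1 mM TCEP, 0.01% Tween-20.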
RXFP1 ag = qHTS Assay for Agonists of the Relaxin Receptor RXFP1; Relaxin receptor 1 (Homo sapiens), Q9HBX9; HEK293T-RXFP1 cAMP TR-FRET, 30 min; response scale: percent of porcine relaxin response, buffer zero; Potency, µM (titrated, usually from 57.5 µM), for inactives: top-dose activation, actives largely listed as activators; actives 0.3% (n = 370,000); AID 2676, 2010; also: % is scaled to controls: 0 for no effect and ±100 for the full control effect; nearly all actives have a fitted effect of over 60% in size; many of its hits are not listed in these tables
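cAMP rise read by TR-FRET after 30 min, 37C compound exposure (up to 58 uM) in RXFP1-transfected HEK293 cells with Ro 20174 present. EC50 from Hill-equation fits, with 29 nM porcine relaxin as 100% and buffer as basal.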
RGS4 inh = Inhibitors of Regulator of G Protein Signaling (RGS) 4: qHTS | Regulator of G-protein signaling 4 (Homo sapiens), P49798 | Transcreener GDP fluorescence polarization, RGS4-accelerated GTP hydrolysis | Potency, µM (titrated, usually from 114 µM), for the others: at the top dose activity change, negative = inhibition, actives largely listed as inhibitors | actives 0.039% (n = 390,000) | AID 504845, 2011; also: % is scaled to controls: 0 for no effect and ±100 for the full control effect; nearly all actives have a fitted effect of over 75% in size; some results filed as inactive show a strong effect at the top dose
Target sequence (P49798 whole entry, looked up): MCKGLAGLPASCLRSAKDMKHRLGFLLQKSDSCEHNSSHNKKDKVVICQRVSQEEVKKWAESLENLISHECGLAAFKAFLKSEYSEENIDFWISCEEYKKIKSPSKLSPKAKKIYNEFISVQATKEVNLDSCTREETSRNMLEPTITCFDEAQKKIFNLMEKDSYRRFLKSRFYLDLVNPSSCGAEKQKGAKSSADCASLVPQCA
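MLSMR compounds (23 nl, pin-transferred) preincubated 10 min at room temperature with a 500nM (2x) first reagent, then RGS4 at 900nM (2x) plus Transcreener GDP mix added; fluorescence polarization (620/688 nm) read before and after 90 min at 30 °C.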
Vif-APOBEC3F blk = qHTS for Inhibitors of Vif-A3F Interactions: qHTS. HeLa A3F-eYFP + Vif (tagged APOBEC3F with the HIV-1 protein that degrades it), YFP fluorescence increase. Potency, µM (series often up to 46.1 µM), for the others: top-dose activity, negative = active. actives 0.2% (n = 390,000). AID 602313, 2012; also: % of control where 0% means no effect; nearly all actives have a fitted effect of over 65% in size
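Fluorescence increase (Ex 488/Em 500-530) after overnight compound treatment at 37 deg C flags inhibition of Vif-driven A3F-eYFP loss in stable HeLa A3F-eYFP/Vif cells seeded overnight beforehand.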
Starred values were filed as active, the others as inactive; ? = inconclusive; nt = no result given; [ ] = dose if it differs, or a comment. Calls follow the shape of the dose curve; as a rule, active = well fitted curve in the direction sought with a large enough effect; inconclusive = small, poorly fitted or top-dose-only effect, or another doubt; inactive = no such curve, though single readings can be large; an effect the other way counts as inactive or inconclusive. Potency is read from the fitted curve at half-maximal effect. Not all compounds are listed, so the mix of outcomes need not match the whole.

SMILES	ALOX12 inh	TrxR1 substrate	IDH1 R132H inh	TrxR1 inh	Vif-APOBEC3G blk	USP1-UAF1 inh	RXFP1 ag	RGS4 inh	Vif-APOBEC3F blk
CCOC(=O)C1(C(F)(F)F)N=C(C(F)(F)F)Nc2cc(C)c(C)cc21 (stereo not given)	0%	-4%	-5%	12%	1%	-16%	4.5%	-18%	0%
CCn1nnnc1SCC(=O)Nc1cccc(C)n1	0%	8%	4%	14%	0%	-16%	0.4%	-13%	-5%
O=C(Nc1nnc(SCc2ccc(Cl)cc2)s1)c1cnccn1	-2%	-11%	2%	-28%	0%	-11%	-0.6%	-31%	2%
COc1ccc(CNCCC2(O)CC(C)N(C)CC2C)cc1OC (stereo not given)	-7%	5%	16%	12%	0%	-6%	0.1%	-4%	-19%
Cc1ccc2nc(SCC(=O)Nc3ccc(C)c(Cl)c3)nc(=O)n2c1	-5%	8%	-1%	20%	1%	-20%	14%	-3%	2%
CNS(=O)(=O)c1cn(CC(=O)Nc2ccc(F)cc2F)cc1S(=O)(=O)NC	-22%	-2%	-24%	17%	-1%	-27%	-0.9%	8%	0%
CC(=O)C(=Cc1cn(-c2ccccc2)nc1-c1ccccc1)C(C)=O	0%	-1%	-2%	-18%	-3%	-1%	2.1%	-16%	1%
CC(=O)c1c(C)[nH]c(C(=O)N2CCN(c3ccc(F)cc3)CC2)c1C	2%	0%	5%	4%	-9%	-10%	2.4%	-7%	-11%
CCOC(=O)c1[nH]c2ccccc2c1N=C(C)N(CC)CC	154%[activator][57.4 µM]	-3%[11.4 µM]	-5%	-5%[11.4 µM]	-5%	-21%	1.8%	-7%[11.4 µM]	4%
Cc1ccccc1-c1noc(-c2cc(C(C)C)[nH]n2)n1	5%	0%[57.1 µM]	4%	15%[57.1 µM]	0%	?	-1.3%	-16%	-14%
O=C(O)c1ccc2c(c1)NC(=O)C(N1CCCC1)S2 (stereo not given)	-8%	11%	2%	4%	-1%	-3%	0.2%	14%	-4%
CC1CN(C(=O)c2cc3cc(Br)ccc3[nH]2)CC(C)O1 (stereo not given)	?	14%[57.1 µM]	7%	15%[57.1 µM]	0%	-17%	-1.4%	-3%	6%
Oc1c(C(c2ccc(Cl)cc2)N2CCOCC2)sc2nc(-c3ccco3)nn12 (stereo not given)	?	7%[57.1 µM]	-3%	3%[57.1 µM]	-4%	9%	1.8%	-24%	2%
Cc1ccccc1CSCC(=O)N/N=C/c1cccs1	0%	-10%	11%	-14%	-1%	-7%	0.0%	0%	-7%
COc1ccccc1NC(=O)CSc1nc2nccnc2c(=O)n1CCc1c[nH]c2ccccc12	-10%	-11%	-21%	-10%	-8%	-6%	-0.7%	4%	1%
CC1CN(C(=O)CCC(=O)NCCCc2ccccc2)c2ccccc2O1 (stereo not given)	5%	9%[57.1 µM]	-6%	18%[57.1 µM]	0%	-23%	2.1%	-7%	-2%
CN(C(=O)COc1ccc(Cl)cc1Cl)c1nnc(C23CC4CC(CC(C4)C2)C3)s1	22%	0%[57.1 µM]	-4%	9%[57.1 µM]	3%	-13%	-0.1%	-3%	-5%
O=C(Nc1nc(-c2cccc3ccccc23)cs1)c1ccc2c(c1)S(=O)(=O)c1ccccc1C2=O	-10%	12%	-3%	32%	-4%	-17%	-2.2%	10%	-4%
C=C(C)[C@@H]1CC=C(CN2CCC(CCOC)(C(=O)OCC)CC2)CC1	23%	2%	13%	10%	0%	-4%	-0.8%	-4%	-2%
CCOc1ccc(NC(=O)C2C(c3ccccc3)C2(Cl)Cl)cc1 (stereo not given)	?	-1%	7%	17%	3%	-20%	1.8%	-2%	14%
O=C(Nc1ccc(N2CCOCC2)nc1)c1ccc(Cl)cc1	0%	-1%	5%	8%	2%	-6%	-0.5%	-8%	4%
CCN(Cc1ccncc1)C(=O)C1CCC(=O)N(Cc2ccc(Cl)cc2)C1 (stereo not given)	6%	3%	3%	10%	0%	-3%	-0.9%	3%	4%
C=CCOc1c(Cl)cc(CNc2nccs2)cc1OC	0%	-8%[57.1 µM]	3%	5%[57.1 µM]	1%	-15%	2.0%	-42%	2%
Nc1ccc(S(=O)(=O)Nc2nccs2)cc1	-6%	5%	2%	16%	0%	-23%	nt	-21%	-1%
CCN(CC)CCCNc1ccc2ncn3c4ccc(O)cc4c(=O)c1c23	?	-11%[57.1 µM]	8%	9%[11.4 µM]	?	28µM*	nt	?	22µM*

Records above marked active in USP1-UAF1 inh.
| structure | ALOX12 inh | TrxR1 substrate | IDH1 R132H inh | TrxR1 inh | Vif-APOBEC3G blk | USP1-UAF1 inh | RXFP1 ag | RGS4 inh |
| --- | --- | --- | --- | --- | --- | --- | --- | --- |
| CCN(CC)CCCNc1ccc2ncn3c4ccc(O)cc4c(=O)c1c23 | ? | -11%[57.1 µM] | 8% | 9%[11.4 µM] | ? | 28µM* | nt | ? |

Additional compounds follow.
SMILES	ALOX12 inh	TrxR1 substrate	IDH1 R132H inh	TrxR1 inh	Vif-APOBEC3G blk	USP1-UAF1 inh	RXFP1 ag	RGS4 inh	Vif-APOBEC3F blk
CCOc1ccc(C(C)=O)cc1Cn1c(=O)oc2ccccc21	12%	7%	1%	17%	-4%	-18%	1.5%	19%	10%
CC(C)(C)OC(=O)N1CCC[C@H]1C(=O)N/N=C/c1cccc2nccnc12	132%[activator]	-4%	2%	3%	6%	-7%	6.3%	-15%	6%
Cc1ccc(S(=O)(=O)CC(=O)N2CC(C)OC(C)C2)cc1 (stereo not given)	31%[activator]	2%	1%	20%	0%	-11%	0.9%	6%	1%
Cc1ccc(CNc2nc3c(S(=O)(=O)c4ccccc4)nnn3c3ccsc23)cc1	-23%	10%	6%	20%	3%	-13%	?	-7%	-7%
Cc1ccc(-n2c(Cc3ccccc3)nnc2SCC(=O)NNC(=O)Cc2ccccc2)cc1	-22%	-7%	-1%	2%	-1%	-4%	0.6%	23%	-6%
CC(C)(C)OC(=O)N1CCN(CCNC(=O)c2ccccc2)CC1	12%	0%	0%	4%	-1%	-22%	3.1%	-8%	-3%
O=C(OCCCc1cc2ccccc2c(=O)o1)c1ccc(C(F)(F)F)cc1	1%	-8%	9%	11%[57.1 µM]	-1%	-24%	1.1%	4%	2%
CC1(C)CC(=O)C(C=NCC(O)c2ccccc2)=C(O)C1 (stereo not given)	-2%	7%	6%	19%	1%	-12%	0.2%	-4%	-7%
O=C(CSc1nnc(Cc2ccccc2)o1)NCCc1ccccc1	-9%[57.4 µM]	10%	8%	26%	-5%	-12%	3.7%	8%	-3%
O=C(CN1C(=O)C2CCCCC2C1=O)N1CCN(c2ccc(F)cc2)CC1 (stereo not given)	4%	-4%[57.1 µM]	1%	-5%[57.1 µM]	0%	-5%	-0.7%	5%	-1%
CN(C(=O)COC(=O)CCC(=O)c1ccc(Cl)cc1)c1c(N)n(Cc2ccccc2)c(=O)[nH]c1=O	-27%	-11%	2%	-15%	0%	-1%	0.0%	11%	-10%
O=C(O)CC(SCC(=O)Nc1ccc(S(=O)(=O)N2CCCC2)cc1)C(=O)O (stereo not given)	-4%	-1%	7%	33%	2%	-16%	1.6%	-37%	-10%

One compound at a time, from the list above.
CCOC(=O)C1(C(F)(F)F)N=C(C(F)(F)F)Nc2cc(C)c(C)cc21 (stereo not given) across the screens: ALOX12 inh: 0%; TrxR1 substrate: -4%; IDH1 R132H inh: -5%; TrxR1 inh: 12%; Vif-APOBEC3G blk: 1%; USP1-UAF1 inh: -16%; RXFP1 ag: 4.5%; RGS4 inh: -18%; Vif-APOBEC3F blk: 0%
CC1CN(C(=O)c2cc3cc(Br)ccc3[nH]2)CC(C)O1 (stereo not given) across the screens: ALOX12 inh: ?; TrxR1 substrate: 14%[57.1 µM]; IDH1 R132H inh: 7%; TrxR1 inh: 15%[57.1 µM]; Vif-APOBEC3G blk: 0%; USP1-UAF1 inh: -17%; RXFP1 ag: -1.4%; RGS4 inh: -3%; Vif-APOBEC3F blk: 6%
CCN(Cc1ccncc1)C(=O)C1CCC(=O)N(Cc2ccc(Cl)cc2)C1 (stereo not given) across the screens: ALOX12 inh: 6%; TrxR1 substrate: 3%; IDH1 R132H inh: 3%; TrxR1 inh: 10%; Vif-APOBEC3G blk: 0%; USP1-UAF1 inh: -3%; RXFP1 ag: -0.9%; RGS4 inh: 3%; Vif-APOBEC3F blk: 4%
